PhoP inhibition: PhoP-dependent GFP reporter repression – Salmonella Typhimurium, primary screen (AID 1863) | S. Typhimurium PhoP-regulated promoter GFP reporter, 4 h; higher % means a stronger effect | inhibition, % at 50 µM, or IC50 in µM where a hit was titrated | hit rate 0.16% among 300,000;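 active = inhibition over 29.93%, a cutoff 3 SD above the screen mean, later confirmed by dose response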;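 note: 0% = low Mg2+ inducing control and 100% = high Mg2+ repressing control; strong numbers were not always called active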
West Nile virus CPE: West Nile virus antiviral activity, cell-based, CPE readout (AID 1621) | West Nile virus-infected cells, CPE inhibition; higher % means a stronger effect | CPE inhibition, % at 10 µM; hits with a dose series show IC50 in µM | hit rate 0.02% among 290,000; in the data active = a potency from the dose series; note: strong numbers were not always called active
Siah-1 displacement: blockers of Siah-1 interaction with plectin peptide – biochemical, fluorescence polarization, rhodamine-plectin, uHTS, primary screen (AID 1817) | hit rate 0.02% among 290,000 | displacement, % at 20 µM, or IC50 in µM where a hit was titrated | Siah-1 / rhodamine-plectin peptide fluorescence polarization; higher % means a stronger effect;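 active = displacement of at least 50% at 20 µM, with a fluorescence ratio check between 0.3 and a set limit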;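 note: plate controls were Siah plus tracer with DMSO for no effect and tracer alone without Siah for full effect; strong numbers were not always called active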
* marks the source's active call; other numbers are inactive results. An excerpt; rates above refer to the full screens.

SMILES	PhoP inhibition	West Nile virus CPE	Siah-1 displacement
Cc1cccc(NC(=O)CC2(CC(=O)O)CCCC2)c1	-2.0%	1.0%	4.1%
CC1Sc2ccc(S(=O)(=O)CCC(=O)Nc3ccccc3Cl)cc2NC1=O (stereo not given)	-3.9%	0.0%	1.5%
Cc1ccc(C2N(C)C(=O)c3ccccc3N2C)cc1 (stereo not given)	0.9%	-1.4%	-5.4%
COc1ccc(-c2onc(C)c2C)cc1S(=O)(=O)NCCc1ccco1	-4.2%	-0.8%	-2.0%
O=C(NC(Cc1ccccc1)C(=O)O)/C(=C\c1ccc([N+](=O)[O-])cc1)NC(=O)c1ccco1 (stereo not given)	2.8%	-0.7%	-4.7%
Cc1ccc(-n2c(SCC(=O)N3CCOCC3)nc(O)c(Cc3ccccc3)c2=O)cc1	7.9%	-0.9%	-2.1%
Cc1ccc(NC(=O)COC(=O)C2C3CC4OC(=O)C2C4C3)cc1Cl (stereo not given)	-2.0%	-0.2%	-1.0%
O=C(NCCc1ccccc1)C1CCCN1C(=O)Nc1cccc(Cl)c1 (stereo not given)	-3.1%	-0.7%	6.0%
CCC1=Nc2cc(C(=O)NCCCN3CCOCC3)ccc2Sc2ccc(Br)cc21	4.1%	0.0%	3.8%
CCN(Cc1ccccc1)C(=O)c1oc2ccc(C)cc2c1C	14.5%	-0.6%	-0.1%
CCOC(=O)C1CCCN(C2=C(NS(=O)(=O)c3ccc(Br)cc3)C(=O)c3ccccc3C2=O)C1 (stereo not given)	5.7%	-0.2%	1.8%
COc1ccc(N2C(=O)CSC2c2cccc(F)c2)cc1 (stereo not given)	-10.3%	-0.3%	-3.3%
Cc1ccc(OCCN(C)C(=O)c2cc(COc3ccc(F)cc3F)on2)cc1	8.4%	-1.1%	13.6%
O=C(CCC(=O)N1CCCC1)N1CCCC1	3.9%	-0.1%	-7.8%
CCOC(=O)N1CCN(C2=C(NS(=O)(=O)c3ccc(NC(C)=O)cc3)C(=O)c3ccccc3C2=O)CC1	7.8%	1.2%	-0.2%
O=C(N/N=C\c1c(F)c(F)c(F)c(F)c1F)c1ccc(-c2ccccc2)cc1	2.3%	-0.2%	4.3%
COc1ccc(CNc2cccc3[nH]c(C(F)(F)F)nc23)cc1OC	-2.5%	-0.1%	0.8%
CCOc1ccccc1NC(=O)NNS(=O)(=O)c1cc(OC)ccc1OC	-3.6%	0.2%	-1.4%
CCn1c(SCC(=O)NC2CCCC2)nnc1C(C)NC(=O)c1ccccc1Br (stereo not given)	-1.0%	-0.3%	0.3%
Cn1c(=O)n(CCO)c(=O)c2c1nc(Br)n2Cc1ccccc1	4.4%	-1.0%	10.9%
COc1ccc(/C=N\NC(=O)c2ccccc2)cc1COc1ccc(F)cc1	5.5%	0.3%	-4.4%
O=C(NNC(=O)C1CC=CCC1)c1ccccc1Cl (stereo not given)	0.5%	-0.3%	13.7%
CCCc1nnc(NC(=O)c2nc(S(=O)(=O)Cc3cccc(C)c3)ncc2Cl)s1	-15.4%	-0.2%	-8.9%
CC1CCN(S(=O)(=O)c2ccc3c(c2)N(CC(=O)NCCCN2C(C)CCCC2C)C(=O)CO3)CC1 (stereo not given)	-5.1%	0.1%	-5.7%
CC(C(=O)NC(N)=O)N1C(=O)NC(c2ccccc2)(c2ccccc2)C1=O (stereo not given)	0.6%	-0.2%	4.5%
COc1cccc(C2C(C#N)=C(N)N(N(C)C)C3=C2C(=O)CC(C)(C)C3)c1OC (stereo not given)	3.4%	-0.4%	-1.9%
CCN1CCN(C(=O)C2CCC(=O)N(CCCN3CCCC3=O)C2)CC1 (stereo not given)	-11.0%	0.1%	13.7%
CCc1ccccc1NC(=O)C(Cc1ccccc1)c1nn[nH]n1 (stereo not given)	5.6%	0.4%	7.4%
COc1ccc(NC(=S)NC(=O)c2cc3ccccc3o2)c(OC)c1	5.4%	0.6%	0.1%
O=[N+]([O-])c1ccc2nc(NS(=O)(=O)c3ccc(Cl)cc3)sc2c1	2.2%	-0.6%	-2.1%
COc1ccc(C(C(=O)NCC2CCCO2)N(C(=O)Cn2nnc3ccccc32)c2ccc(NC(C)=O)cc2)c(OC)c1 (stereo not given)	-1.6%	-0.3%	-0.9%
O=C(c1ccc(C(F)(F)F)cc1)C1CCCN(C(=O)Cn2cncn2)C1 (stereo not given)	5.1%	0.3%	-2.6%
COc1cccc(-c2ccc(NC(=O)C3CCCN(Cc4ccc(CO)o4)C3)cc2)c1 (stereo not given)	0.4%	0.9%	0.5%
O=C(CN(C(=O)CCC(=O)Nc1nccs1)c1cccc(F)c1)NCc1ccccc1	0.1%	-0.6%	8.8%
CC1CCCCC12NC(=O)N(CC(=O)OCC(=O)c1ccc(OC(F)F)cc1OC(F)F)C2=O (stereo not given)	-1.5%	-0.6%	1.9%
CCn1c2nc(SCCN3CCOCC3)nnc2c2cc(C)cc(C)c21	-2.5%	-0.6%	1.8%
COc1cc2ccccc2cc1C(=O)N/N=C/c1ccc2c(c1)OCO2	12.5%	-0.2%	-1.8%
CC(C)[C@H](NC(=O)OCc1ccccc1)C(=O)OCc1cc(=O)oc2cc(O)ccc12	0.6%	0.8%	-0.3%
COC(=O)c1ccc(N)c(CS(=O)(=O)c2ccc(Cl)cc2)c1	-2.8%	0.0%	2.0%
O=C(COc1ccc2ccc(=O)oc2c1)Nc1c(Cl)cccc1C(F)(F)F	-7.1%	-0.5%	4.2%
COc1cc(CN2CCN(S(=O)(=O)c3ccccc3)CC2)cc(OC)c1OC	-3.1%	-1.5%	12.6%
COc1ccc(N2CCN(C(=O)Cc3ccc(C)cc3)CC2)cc1	-6.2%	-1.7%	1.0%
Cc1c(C)c2c(OCC(=O)N3CCC(C(=O)O)CC3)cc3c(c2oc1=O)CCC(C)(C)O3	1.2%	0.7%	0.9%
COCCNc1nc(N)c([N+](=O)[O-])c(N2CCCCCC2)n1	-9.7%	-0.3%	4.7%
CC(C)N(CCNC(=O)c1ccc(CS(=O)(=O)c2c(Cl)cccc2Cl)o1)Cc1ccccc1	-2.9%	-0.3%	2.2%
CCC1CCCCN1CCCNC(=O)CSc1nc2nc(C)c(Cc3ccc(C)cc3)c(C)n2n1 (stereo not given)	-4.7%	-0.7%	5.0%
CN1CCC(=NNC(=O)CN(c2cccc([N+](=O)[O-])c2)S(=O)(=O)c2ccccc2)CC1	1.7%	0.5%	-2.5%
CC1CCN(C(=O)COC(=O)c2ccc(F)c(S(=O)(=O)N3CCOCC3)c2)CC1	-2.3%	-0.3%	6.9%

Quoted at random: five compounds from above, in no set order.
SMILES	PhoP inhibition	West Nile virus CPE	Siah-1 displacement
O=C(COc1ccc2ccc(=O)oc2c1)Nc1c(Cl)cccc1C(F)(F)F	-7.1%	-0.5%	4.2%
Cc1ccc(NC(=O)COC(=O)C2C3CC4OC(=O)C2C4C3)cc1Cl (stereo not given)	-2.0%	-0.2%	-1.0%
CCc1ccccc1NC(=O)C(Cc1ccccc1)c1nn[nH]n1 (stereo not given)	5.6%	0.4%	7.4%
O=C(NC(Cc1ccccc1)C(=O)O)/C(=C\c1ccc([N+](=O)[O-])cc1)NC(=O)c1ccco1 (stereo not given)	2.8%	-0.7%	-4.7%
COc1ccc(NC(=S)NC(=O)c2cc3ccccc3o2)c(OC)c1	5.4%	0.6%	0.1%

(next part)
SMILES	PhoP inhibition	West Nile virus CPE	Siah-1 displacement
COc1ccc(CNS(=O)(=O)c2cc(-c3cc(C)no3)ccc2C)cc1OC	4.2%	-1.4%	-1.0%
COc1ccc(-c2c(-c3ccc(OC)cc3O)nc(C)nc2C(F)(F)F)cc1	-8.2%	0.0%	0.1%
CC(C)C(=O)N1CC(=O)Nc2ccc(F)cc2C1c1ccc(F)cc1 (stereo not given)	-3.0%	-1.1%	1.7%
COc1ccc(CNC(=O)C2CCCN(S(=O)(=O)c3cccc4nsnc34)C2)cc1 (stereo not given)	-4.3%	-1.0%	8.2%
COc1ccc(CN2CC(C(=O)NCCCN3CCCCC3)CC2=O)cc1 (stereo not given)	4.7%	0.1%	2.1%
O=C(c1ccc(Br)cc1)C(CN1CCOCC1)c1ccccc1 (stereo not given)	1.8%	0.1%	-3.1%
COc1ccccc1Cn1c(=O)oc2ccc(C)cc21	8.8%	-1.8%	4.2%
COc1cc(-c2noc(C)c2C#Cc2ccccn2)cc(OC)c1OC	-2.5%	-1.6%	5.5%
CN(C(=O)CC1C(=O)NCCN1Cc1c(F)cccc1Cl)C1CCOCC1 (stereo not given)	5.0%	0.9%	-1.6%
COc1ccc(/C=C2\SC(=S)N(CCCC(=O)N3CCOCC3)C2=O)cc1OC	-5.9%	0.2%	8.0%
Cc1ccc(S(=O)(=O)N2CCN(c3ccccc3)CC2)cc1C(=O)NC1CCCCC1	-3.4%	-0.9%	11.2%
CCc1nnc(NS(=O)(=O)c2ccc(NC(=O)c3cccc([N+](=O)[O-])c3)cc2)s1	-3.9%	0.4%	-7.1%
Cc1ccc(CCNC(=O)CSCc2ccc(F)cc2)cc1	-0.1%	0.1%	2.9%
CN(C)CCNC(=O)C(=O)Nc1cc2c3c(c1)CCN3C(=O)CC2	-3.6%	0.3%	-0.4%
Cc1cccc(OCC(=O)NCCCNC(=O)c2cccnc2)c1	-1.1%	0.6%	0.4%
COc1ccccc1N1CCN(C(=O)COc2cccc3ccccc23)CC1	-2.8%	-0.5%	-2.9%
COc1cc2[nH]c(=S)nc(NCc3cccc(Cl)c3)c2cc1OC	3.4%	-0.6%	3.2%
Cc1csc(NC(=O)CCn2c(=O)oc3ccc(Cl)cc32)n1	-9.1%	0.0%	0.4%
COCCCN1CC(=O)N2C(c3ccc(C)cc3)c3[nH]c4ccccc4c3C[C@H]2C1=O (stereo not given in full)	0.7%	-0.8%	3.2%
CN(CC(=O)Nc1ccc(OC(F)(F)F)cc1)S(=O)(=O)c1cnc[nH]1	-6.2%	0.5%	3.1%
COCCCN1C(=O)c2ccc(C(=O)OCC(=O)NCc3ccccc3OC)cc2C1=O	8.5%	-0.3%	0.4%
CCc1ccc(CN2CCCC(C(=O)N3CCCCC3)C2)cc1 (stereo not given)	7.2%	-1.3%	2.6%
O=C(Cc1ccc(F)cc1)Nc1nc(-c2ccc(F)cc2)cs1	5.2%	-0.1%	2.1%
COc1cc(C(=O)Cc2nc3ccccc3n2C)cc(OC)c1OC	-0.5%	-0.7%	-1.5%
COc1ccc(NC(=O)COc2cccc3c2CCN(Cc2cccnc2)C3=O)c(OC)c1	0.5%	0.8%	2.4%
CC(=O)c1ccc(N2CCN(C(=O)c3c(-c4ccccc4Cl)noc3C)CC2)cc1	-0.7%	0.4%	0.5%
O=C(NC1CCCCC1)N1CCN(c2ccc(Cl)cc2)CC1	8.0%	-1.8%	-6.0%
COC(=O)c1c(C(=O)OC)c(-c2ccc(F)cc2)n2c1CSC2	16.1%	-0.8%	-0.6%
O=Cc1cn(CC(=O)Nc2ccccc2)c2ccccc12	5.4%	-0.2%	2.4%
O=S(=O)(NCC1CC1)c1ccc(F)c(Cl)c1	-4.7%	0.3%	-0.8%
CCc1cc(=O)oc2cc(C)cc(OCC(=O)NCCc3c[nH]c4ccccc34)c12	-5.8%	0.3%	-4.0%
COc1ccc(OCC(=O)NS(=O)(=O)c2ccccc2)cc1	5.4%	-0.5%	3.8%
O=C(NCc1ccc(F)cc1)c1ccc(N2CCOCC2)c([N+](=O)[O-])c1	-6.7%	-0.7%	3.2%
COc1ccc(NC(=O)CN(c2ccc(OC)cc2)S(=O)(=O)c2ccc(OC)c(OC)c2)cc1	5.3%	-0.6%	2.2%
Cc1ccc(SCC(=O)NCc2ccccc2C)cc1	-3.9%	-0.5%	-0.1%
O=C1CCC(C(=O)N2CCCCCCC2)CN1Cc1cccc(C(F)(F)F)c1 (stereo not given)	-5.3%	-0.8%	-2.2%

Only PhoP inhibition and Siah-1 displacement, for some of the entries so far:
Molecule | PhoP inhibition | Siah-1 displacement
CC1CCCCC12NC(=O)N(CC(=O)OCC(=O)c1ccc(OC(F)F)cc1OC(F)F)C2=O (stereo not given) | -1.5% | 1.9%
CCn1c2nc(SCCN3CCOCC3)nnc2c2cc(C)cc(C)c21 | -2.5% | 1.8%

The results go on.
SMILES	PhoP inhibition	West Nile virus CPE	Siah-1 displacement
Cc1cc(C)cc(Nc2nc3ccc(C)cc3n3cnnc23)c1	1.1%	-0.7%	4.2%
COc1ccc(CC(=O)N[C@@H](CCSC)C(=O)N2CCC3(CC2)NCCc2[nH]cnc23)cc1	-7.5%	0.2%	10.5%
CN(C)C(=O)c1ccc(Nc2nc(-c3cccs3)nc3ccccc23)cc1	9.2%	0.0%	13.3%
O=C(CCNC(=O)C1CCN(S(=O)(=O)c2ccc(F)cc2)CC1)NCCc1ccc(Cl)cc1	-0.6%	-0.4%	0.8%
O=C(NCCCNC(=O)c1ccco1)c1ccc(Cl)c(Cl)c1	-0.8%	-0.6%	8.4%
Nc1ncc([N+](=O)[O-])c(N2CCCCCC2)n1	-8.2%	0.0%	-0.8%
COc1cc(C(=O)NC(C)c2cccc3ccccc23)cc(OC)c1OC (stereo not given)	5.3%	0.2%	-5.3%
COc1ccc(N2CC(C(=O)Nc3nnc(C4CCCCC4)s3)CC2=O)cc1 (stereo not given)	-4.0%	-0.1%	0.3%
CC(C)C1NC(C(=O)O)Cc2c1[nH]c1ccccc21 (stereo not given)	8.1%	-0.5%	-0.4%
COc1cccc(NC(=O)C2CCN(C(=O)[C@@H]3Cc4ccccc4CN3)CC2)c1	-6.7%	-0.2%	-2.0%
C=CCn1c(SCCNC(C)=O)nc2cc(-c3ccccc3)sc2c1=O	0.2%	-0.6%	-2.9%
COc1cccc(CN(C)C(=O)CC2C(=O)NCCN2C2Cc3ccccc3C2)c1 (stereo not given)	9.7%	-1.0%	16.4%
